IL1B NFkB pot: enhances IL-1B driven NFkB nuclear translocation. 94,000 tested, 0.3% active. HUVEC IL-1B NFkB p65 nuclear translocation imaging. activation, % at 2 µM. AID 819;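 active = activation above 40%, about the mean plus 3 SD, also judged a hit on visual image review; inconclusive = activation above 40% but not a hit on visual review; inactive = activation not above 40% and no visual hit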;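 also: percent activation is computed from the nuclear over cytoplasmic p65 intensity ratio; values of inactives mirror those of a sister screen read the other way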
Bcl-B TR3 displacers: displacers of TR3 peptide from Bcl-B, primary screen, selectivity assay for Bfl-1 inhibitor project, biochemical, fluorescence polarization; FP displacement of FITC-TR3 peptide from Bcl-B; higher % means a stronger effect; one-dose displacement, % at 20 µM; IC50 in µM for titrated hits; 96,000 tested, 0.11% active; AID 748;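 active = displacement above 50% at 20 µM plus a fluorescence interference ratio under 1.5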;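 also: plate controls were wells without compound for no effect and wells lacking Bcl-B protein for full effect; a part of the inactive calls stands beside numbers as strong as those of hits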
MRP resist rev: reverses drug resistance mediated by MRP; differential viability (reversal), % at 10 µM; 85,000 tested, 0.04% active; H69AR cells + 2 uM doxorubicin, CellTiter-Glo, 72 h;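 active = viability drop by adding the cancer drug above about 55%, with treated viability meeting a 40% cutoff, limit read from the data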;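 also: viability without doxorubicin minus viability with 2 µM doxorubicin for each compound; larger differential means the compound sensitizes cells more to doxorubicin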
NFkB transloc inh: blocks IL-1B driven NFkB nuclear translocation in HUVEC cells; HUVEC IL-1B NFkB p65 nuclear translocation imaging; inhibition, % at 2 µM; 94,000 tested, 0.43% active; AID 796;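 active = inhibition above about 30% together with a positive call from visual inspection of the well image, limit read from the data; inconclusive = inhibition above a set limit but visual check negative; inactive = inhibition not above a set limit, visual check negative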;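 also: nuclear over cytoplasmic p65 intensity ratio measured by imaging; 0% = IL-1B stimulated DMSO wells and 100% = unstimulated DMSO wells; values of inactives mirror those of a sister screen read the other way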
PLAP inhibition: PLAP enzyme inhibitors, biochemical, luminescence, HTS (AID 690); purified PLAP, luminescent substrate; higher % means a stronger effect; inhibition, % at 20 µM; hits with a dose series show IC50 in µM; 96,000 tested, 0.08% active; in the data active = a potency from the dose series; inactive = the rest, 99 in 100 with inhibition below about 30%; also: strong numbers were not always called active
MRP resist rev cytotoxicity: further read-out of MRP resist rev, marked with its call; viability, %; H69AR cells, CellTiter-Glo, 72 h; measured here: cytotoxicity without doxorubicin
MRP resist rev with doxorubicin: also measured in MRP resist rev; calls as there; viability, %; measured here: viability with 2 uM doxorubicin; stronger effect = lower value
NFkB transloc inh cell count 2 µM: also measured in NFkB transloc inh; calls as there; cell count; measured here: cells passing quality filter;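 raw number of nuclei counted in each imaged well without normalization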
IL1B NFkB pot cell count 2 µM: recorded beside IL1B NFkB pot, whose call it bears; cell count; measured here: cells passing quality filter
Starred values were filed as active, the others as inactive; ? = inconclusive; nt = not tested or not shown. An excerpt; rates above refer to the full screens.

SMILES	IL1B NFkB pot	IL1B NFkB pot cell count 2 µM	Bcl-B TR3 displacers	MRP resist rev	MRP resist rev cytotoxicity	MRP resist rev with doxorubicin	NFkB transloc inh	NFkB transloc inh cell count 2 µM	PLAP inhibition
C=CCNC(=O)c1c(-c2c(F)cccc2Cl)noc1C	-3.4	156	3.4%	-30.0	58.0	88.0	3.4	156	-7.9%
Cc1noc(C)c1S(=O)(=O)N(CC(=O)N1CCCCCC1)c1ccc(C(C)C)cc1	5.1	110	0.7%	-13.5	54.5	68.0	-5.1	110	-52.0%
O=C(C(F)C(F)(F)F)N1CCN(c2ccccc2)CC1 (stereo unspecified)	9.7	101	3.4%	1.1	104.6	103.5	-9.7	101	-7.8%
COC(CNC(=O)c1ccc(N2CCCC2=O)cc1)OC	-1.9	88	1.1%	5.6	113.8	108.2	2.0	88	3.2%
COC(=O)CSc1nnc(CNc2ccc(Cl)cc2)n1Cc1ccccc1	nt	nt	-1.4%	2.3	93.7	91.4	nt	nt	-56.9%
Cc1ccc(/C=C/C(=O)O)cc1S(=O)(=O)NCCO	1.4	110	-3.3%	nt	nt	nt	-1.4	110	-0.6%
Cn1/c(=N/N=C/c2ccc([N+](=O)[O-])cc2)sc2ccccc21	-5.9	141	-31.4%	nt	nt	nt	5.9	141	22.4%
CCCn1c(C(O)c2cc(OC)ccc2OC)nc2ccccc21 (stereo unspecified)	5.0	131	-7.5%	-10.4	95.3	105.7	-5.0	131	-44.9%
O=C(NCN1C(=O)C2C3C=CC(C3)C2C1=O)Nc1cccnc1 (stereo unspecified)	-5.9	61	25.0%	5.7	104.6	98.9	-2.9	126	-10.8%
CC(C(=O)NCC1(c2ccccc2)CCCC1)N1CCOCC1 (stereo unspecified)	5.3	150	4.0%	16.6	93.8	77.2	-5.3	150	-57.5%
COc1cccc(-c2nc(=S)c3c(n2Cc2ccco2)CCCC3)c1	16.7	167	-2.4%	0.4	76.5	76.1	-16.7	167	13.2%
Cc1ccc(-c2nnc(CSc3nc(C)nc4sc(C)c(C)c34)o2)cc1	nt	nt	9.5%	3.8	98.6	94.8	nt	nt	-0.8%
CC1CCN(C(=O)CSc2ccc(-c3ccc(F)cc3)nn2)CC1	-12.5	201	-6.8%	12.6	89.8	77.2	12.5	201	7.0%
CCOC(=O)C1=C(C)NC(C)=C(C(=O)OCC)C1c1ccc(OC)cc1	0.1	135	2.6%	-1.6	79.8	81.5	-0.1	135	-30.3%
CC(=O)C1=C(C)NC(SCC(=O)c2ccc(Cl)cc2Cl)=C(C#N)C1c1ccco1 (stereo unspecified)	-3.9	118	-158.7%	-20.8	69.7	90.5	3.9	118	-32.3%
CC(=O)Nc1ccc(S(=O)(=O)Nc2nnc(C(C)(C)C)s2)cc1	-3.8	171	-8.7%	-6.8	97.9	104.7	3.8	171	-18.1%
O=S(=O)(c1ccc(Cl)c(C(F)(F)F)c1)N1CCN(CC(O)COCC2CCCO2)CC1 (stereo unspecified)	nt	nt	1.9%	-6.8	67.2	74.0	nt	nt	-41.8%
CCOC(=O)c1cccc(NC(=O)C2CCC(CNc3c(N4CCOCC4)c(=O)c3=O)CC2)c1 (stereo unspecified)	-2.1	185	0.0%	4.7	87.3	82.6	2.1	185	-67.9%
Cc1cc(C)c(Cc2c(C)nc3c(C(=O)NCc4ccco4)cnn3c2C)c(C)c1	15.8	195	-3.0%	1.8	74.0	72.2	-15.8	195	-28.0%
CCOC(=O)N1CCN(CC(=O)N2c3ccccc3CC2C)CC1 (stereo unspecified)	6.9	58	9.2%	14.0	85.5	71.5	-6.9	58	-3.3%
O=C(C1CCC1)N1CCc2cc(S(=O)(=O)NCc3cccnc3)ccc21	10.1	115	9.8%	24.7	99.1	74.4	-10.1	115	21.4%
CCN1CCN(c2cc(C)c3cc(NC(=O)Cc4ccc(OC)c(OC)c4)ccc3n2)CC1	nt	nt	11.6%	-5.5	64.9	70.4	nt	nt	-40.2%
COc1ccccc1N1CCN(S(C)(=O)=O)CC1	17.8	79	0.2%	-0.1	96.7	96.8	-17.8	79	-20.2%
CCOC(=O)CCc1c(C)nc2cc(-c3ccc(Cl)cc3)[nH]n2c1=O	nt	nt	-11.1%	2.5	90.1	87.5	nt	nt	13.2%
CC(=O)NC1(c2ccccc2)CCN(c2nc(C)cc(C)n2)CC1	nt	nt	-2.1%	14.0	100.2	86.2	nt	nt	-68.7%
O=C(Nc1ccccc1C(=O)N1CCCCCC1)c1cccc(S(=O)(=O)N2CCOCC2)c1	-7.4	103	-4.2%	-8.9	78.1	87.1	7.4	103	5.0%
CCOC(=O)c1ccccc1NC(=O)c1c(F)c(F)c(F)c(F)c1F	2.9	107	-3.2%	-0.9	97.7	98.6	-2.9	107	5.8%
COc1ccc(C2NC(=S)N3C(c4ccc(OC)cc4)NC(=S)N23)cc1 (stereo unspecified)	-3.2	149	12.2%	nt	nt	nt	3.2	149	-60.2%
Cc1ccc2c(c1)NC(=O)C(CC(=O)NCCCN1CCN(c3cc(C)ccc3C)CC1)O2 (stereo unspecified)	17.9	186	-1.4%	2.4	69.0	66.6	-17.9	186	-63.2%
CC1CCN(C(=O)CSc2nnc(CNC(=O)COc3ccc(Cl)cc3)o2)CC1	-33.0	78	-2.9%	9.0	107.3	98.2	?	nt	-14.8%
OCCCc1nc2n(n1)C(c1ccccc1Cl)C=C(c1cccs1)N2 (stereo unspecified)	19.7	157	3.9%	-8.8	92.0	100.8	-19.7	157	-23.5%
CCN1CCN(Cc2nc3c(c(=O)n(C)c(=O)n3C)n2Cc2ccccc2Cl)CC1	-1.4	161	-3.3%	2.9	76.8	73.9	1.4	161	-57.3%
CCOC(=O)c1cc2nc(Nc3ccc(OC)cc3)sc2s1	11.8	115	-52.6%	-6.2	45.3	51.5	-11.8	115	1.1%
Cn1cnnc1SCC(=O)Nc1ccccc1C(=O)NC1CC1	6.8	176	6.7%	-10.1	95.4	105.5	-6.8	176	-0.7%
CCn1c(=O)n(CC)c2cc([N+](=O)[O-])ccc21	-1.7	190	-1.9%	nt	nt	nt	1.7	190	20.7%
Cc1c(C(=O)NCCCN2CCCC2=O)oc2ccccc12	9.6	150	-5.7%	10.7	93.5	82.9	-9.6	150	10.5%
CCOC(=O)C1CCN(C(=O)CCNC(=O)Cn2ccc3ccccc3c2=O)CC1	10.0	82	-1.5%	nt	nt	nt	-10.0	82	-5.9%
COc1ccc(-c2nc(CSCC(=O)N3CCN(C(=O)c4ccco4)CC3)c(C)o2)cc1OC	-11.9	27	-10.8%	4.7	81.3	76.6	11.9	27	-60.5%
c1ccc2[nH]c(CN3CCCCC3)nc2c1	-9.1	172	0.7%	5.5	108.5	103.0	9.1	172	15.3%
CN(C)c1ncc(S(=O)(=O)c2ccc(Cl)cc2)c(-c2ccc(Cl)cc2Cl)n1	14.3	115	0.3%	nt	nt	nt	-14.3	115	-8.8%
COc1ccc(CSc2nncn2N)cc1Br	-4.2	140	-15.9%	-9.5	87.0	96.4	4.2	140	10.5%
COc1cccc(C(=O)Oc2cccc(N3C(=O)C4C5CC(C(Br)C5Br)C4C3=O)c2)c1 (stereo unspecified)	2.8	189	-4.9%	nt	nt	nt	-2.8	189	-13.5%
Cc1cc(NCCCN2CCOCC2)n2ncc(-c3ccc(Cl)cc3)c2n1	2.7	115	-3.9%	-7.2	24.3	31.4	-2.7	115	-36.8%
COc1cc(-c2ccc(NC(=O)CN3CCC(C)CC3)c(OC)c2)ccc1NC(=O)CN1CCC(C)CC1	-8.4	131	-6.9%	nt	nt	nt	8.4	131	-18.7%
COC(=O)CNC(=O)c1cn(CC(C)C)c(=O)c2cc(OC)c(OC)cc12	-29.4	102	7.8%	5.8	84.0	78.2	29.4	102	3.7%
Cn1c(=O)c2nc(NCc3ccccc3)cnc2n(C)c1=O	nt	nt	32.3%	1.6	97.9	96.3	nt	nt	3.7%
O=C(O)CSc1nnc(-c2ccncc2)n1-c1ccc(Cl)cc1	-6.6	156	4.0%	-14.1	90.1	104.1	6.6	156	-23.9%
O=C(CSc1nnc(Cn2c(=O)sc3ccccc32)n1-c1ccccc1)Nc1nccs1	nt	nt	-2.5%	nt	nt	nt	nt	nt	-27.5%
COCCn1nnnc1C(c1cc2ccc(OC)cc2[nH]c1=O)N1CCN(C2CCCCC2)CC1 (stereo unspecified)	6.2	78	-0.4%	8.2	94.9	86.7	-6.2	78	-76.8%
OC(CN1CCN(Cc2ccc3c(c2)OCO3)CC1)c1c[nH]c2ccccc12 (stereo unspecified)	1.4	157	-14.3%	-7.7	46.7	54.4	-1.4	157	12.1%
O=C(NCc1ccco1)c1ccccc1F	8.5	127	-0.3%	13.5	93.9	80.4	-8.5	127	-14.1%
O=C(OCC(=O)N1CCOCC1)c1ccc2c(c1)OCCO2	30.2	130	-3.3%	0.2	104.7	104.5	-30.2	130	3.7%
O=C(Cn1ncc2c(=O)oc3ccccc3c21)NCCN1CCN(c2ccccc2F)CC1	nt	nt	-3.8%	7.5	91.3	83.8	nt	nt	-11.1%
C=CCNC(=O)CN(c1ccc(F)c(Cl)c1)S(C)(=O)=O	-7.0	111	-10.1%	-3.0	87.9	90.8	7.0	111	-7.7%
Cc1cc(C(F)(F)F)nn1Cc1n[nH]c(=S)n1-c1cccc(Cl)c1	-9.1	172	-3.9%	nt	nt	nt	9.1	172	4.1%
CCOc1c(Br)cc(/C=C2\C(=O)N(CCC#N)N=C2C)cc1OC	11.8	68	nt	-46.8	26.2	73.0	-11.8	68	nt
O=C(CSc1nc2ccccc2n1CC(=O)N1CCCC1)N1CCN(C(=O)c2ccco2)CC1	-13.1	144	nt	nt	nt	nt	13.1	144	nt
Cc1ccc(S(=O)(=O)C(C#N)c2nc3ccccc3nc2OC(C)C)cc1 (stereo unspecified)	6.7	116	-3.7%	0.7	91.1	90.5	-6.7	116	-13.3%
COC(=O)c1ccccc1NC(=O)CSc1nccn1C	-4.7	132	6.5%	0.8	95.0	94.2	4.7	132	3.6%
O=C1CN(C(=O)c2cc(Br)c(Br)s2)c2ccccc2N1	-0.1	77	-11.7%	-17.5	15.9	33.4	0.1	77	-9.7%

Full records, looked up by structure. Values in the order: IL1B NFkB pot	IL1B NFkB pot cell count 2 µM	Bcl-B TR3 displacers	MRP resist rev	MRP resist rev cytotoxicity	MRP resist rev with doxorubicin	NFkB transloc inh	NFkB transloc inh cell count 2 µM	PLAP inhibition
Cc1ccc(S(=O)(=O)C(C#N)c2nc3ccccc3nc2OC(C)C)cc1 (stereo unspecified) as listed: 6.7	116	-3.7%	0.7	91.1	90.5	-6.7	116	-13.3%
O=C(O)CSc1nnc(-c2ccncc2)n1-c1ccc(Cl)cc1 as listed: -6.6	156	4.0%	-14.1	90.1	104.1	6.6	156	-23.9%
COc1cccc(C(=O)Oc2cccc(N3C(=O)C4C5CC(C(Br)C5Br)C4C3=O)c2)c1 (stereo unspecified) as listed: 2.8	189	-4.9%	nt	nt	nt	-2.8	189	-13.5%

Remaining list, next part.
SMILES	IL1B NFkB pot	IL1B NFkB pot cell count 2 µM	Bcl-B TR3 displacers	MRP resist rev	MRP resist rev cytotoxicity	MRP resist rev with doxorubicin	NFkB transloc inh	NFkB transloc inh cell count 2 µM	PLAP inhibition
COc1ccccc1C1C2CCCCC2(O)CCN1CC(=O)Nc1ccccc1 (stereo unspecified)	7.4	104	1.6%	-13.4	77.2	90.6	-7.4	104	-42.9%
Cn1c(=O)[nH]c(=O)c2c1nc(SCCN1CCOCC1)n2Cc1ccccc1	-2.6	65	0.8%	10.2	78.7	68.4	2.6	65	-2.8%
COc1ccc(C(CC(=O)NC(C)(C)C)n2cccc2)cc1 (stereo unspecified)	9.3	84	-1.7%	10.0	91.8	81.9	-9.3	84	6.6%
c1ccc(-c2cc(N3CCOCC3)nc3ccccc23)cc1	2.9	194	-5.6%	-3.3	71.0	74.3	-2.9	194	-63.5%
COc1ccc(-c2nc(CSCC(=O)NCCC3=CCCCC3)c(C)o2)cc1OC	28.6	144	9.2%	-16.9	57.9	74.8	-28.6	144	-37.0%
COc1ccc(C(=O)Nc2cccc(C(C)=O)c2)cc1OC	nt	nt	-7.3%	-15.4	60.3	75.7	nt	nt	21.2%

Bioassay records as filed in PubChem.
